# ATG4B inhibitor: blocks human ATG4B protease cleavage of LC3 substrate; ATG4B cleavage of LC3-PLA2, NBD-HPC fluorescence, 1 h; AID 504462; inhibition, % at 8.33 µM; Q9Y4P1; 340,000 compounds, 0.51% hits; in the data active = inhibition above about 40%
# PfG6PD inh: PfG6PD (Plasmodium falciparum) enzyme inhibition | 350,000 compounds, 0.78% hits | AID 504690 | inhibition, % at 20 µM | PfGluPho enzyme, NADPH resazurin-diaphorase fluorescence;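 active = inhibition reaching at least a set limit at 20 µM in the primary screen, cut at about 59% in these data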;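 also: 0% = DMSO wells with substrate and 100% = DMSO wells lacking glucose-6-phosphate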
# SENP7 block: inhibitors of human SENP7 protease; Q9BQF6; recombinant SENP7, Z-RLRGG-aminoluciferin luminescence, 40 min; inhibition, % at 5 µM; 330,000 compounds, 1.5% hits; AID 434973;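 active = inhibition above about 50% at the single test dose, limit read from the data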;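 also: plate controls were DMSO with enzyme for no effect and no enzyme buffer wells for full effect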
# HKDC1 inh: inhibitors of human hexokinase HKDC1; Q2TB90; recombinant HKDC1, G6PDH/diaphorase resazurin coupled fluorescence; 340,000 compounds, 0.16% hits; inhibition, % at 20 µM;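 active = inhibition above about 35% when tested at 20 µM, limit read from the data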;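 also: plate controls were DMSO wells with enzyme for no effect and DMSO wells lacking enzyme for full effect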
# Target sequence (Q2TB90 whole entry, looked up): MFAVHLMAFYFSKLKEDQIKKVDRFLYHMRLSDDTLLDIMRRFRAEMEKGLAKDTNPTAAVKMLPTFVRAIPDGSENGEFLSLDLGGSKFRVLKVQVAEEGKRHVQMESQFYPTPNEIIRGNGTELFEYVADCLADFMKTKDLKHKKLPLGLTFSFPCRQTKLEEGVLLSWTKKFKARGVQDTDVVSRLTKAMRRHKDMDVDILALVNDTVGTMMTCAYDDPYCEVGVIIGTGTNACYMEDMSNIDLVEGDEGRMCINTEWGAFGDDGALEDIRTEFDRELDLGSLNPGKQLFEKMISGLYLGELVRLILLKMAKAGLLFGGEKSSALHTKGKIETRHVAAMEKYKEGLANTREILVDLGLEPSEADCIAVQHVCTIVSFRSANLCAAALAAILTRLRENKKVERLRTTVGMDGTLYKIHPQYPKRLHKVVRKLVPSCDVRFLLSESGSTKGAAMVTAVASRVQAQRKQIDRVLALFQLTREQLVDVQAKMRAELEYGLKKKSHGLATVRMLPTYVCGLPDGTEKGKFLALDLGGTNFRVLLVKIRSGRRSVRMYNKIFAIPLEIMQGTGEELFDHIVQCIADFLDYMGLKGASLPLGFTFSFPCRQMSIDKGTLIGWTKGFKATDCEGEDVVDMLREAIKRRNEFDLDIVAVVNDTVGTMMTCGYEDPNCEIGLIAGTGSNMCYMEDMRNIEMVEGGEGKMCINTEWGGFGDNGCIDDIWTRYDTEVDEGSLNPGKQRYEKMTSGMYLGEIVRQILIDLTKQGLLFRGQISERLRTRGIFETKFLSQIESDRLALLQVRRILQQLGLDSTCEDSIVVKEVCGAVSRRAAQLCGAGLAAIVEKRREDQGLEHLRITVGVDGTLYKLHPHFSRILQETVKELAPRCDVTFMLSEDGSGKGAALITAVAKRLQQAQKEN
#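 Test system: Recombinant HKDC1 (HK5) hexokinase enzyme, produced in-house | Input: HKDC1 at 5 µg/mL | Buffer or medium: Tris pH 8.0 buffer with MgCl2, Tween-20, BSA, BME | Schedule: 90 min reaction incubation at room temperature, dark | Technique: Resazurin-to-resorufin fluorescence via G6PDH and diaphorase coupling, 525/613 nm | Controls: DMSO wells with and without enzyme mix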
# SENP8 block: inhibitors of human SENP8 protease | Q96LD8 | recombinant SENP8, Nedd8 substrate fluorescence | inhibition, % at 20 µM | 360,000 compounds, 0.64% hits | AID 602440; in the data active = inhibition mostly above about 40%, no sharp cut-off; inactive = mostly below about 27%
# Target sequence (Q96LD8 whole entry, looked up): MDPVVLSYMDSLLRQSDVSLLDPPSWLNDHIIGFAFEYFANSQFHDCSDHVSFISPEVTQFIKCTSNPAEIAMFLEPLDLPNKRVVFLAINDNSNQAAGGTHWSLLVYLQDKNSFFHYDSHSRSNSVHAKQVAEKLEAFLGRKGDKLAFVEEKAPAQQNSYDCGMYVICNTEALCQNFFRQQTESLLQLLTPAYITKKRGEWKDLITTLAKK
# GRIN3A LBD mod: modulators (binders) of human NR3A ligand-binding domain; NR3A LBD differential scanning fluorimetry, Tm shift; 0% = protein alone, 100% = glycine-bound protein; 340,000 compounds, 2.5% hits; Tm shift relative to glycine control, % at 25 µM; AID 1259313;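 active = melting temperature shift of at least 10% of the positive control shift, at one fixed dose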
# SENP6 inh: inhibitors of human SENP6 protease; AID 2599; Recombinant SENP6 catalytic domain, aminoluciferin luminescence; Q9GZR1; 330,000 compounds, 1.8% hits; inhibition, % at 10 µM;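 active = inhibition above about 50% at the single tested dose, limit read from the data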;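 also: plate controls were DMSO wells with enzyme for no effect and DMSO wells lacking enzyme for full effect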
# MPTP inh: blocks calcium-induced mitochondrial swelling. 360,000 compounds, 1.4% hits. isolated mouse mitochondria, Ca2+ swelling absorbance, 30 min. inhibition, % at 10 µM;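 active = inhibition of 50% or more, scaled per plate between neutral and stimulator controls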;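 also: 0% = DMSO wells given calcium and 100% = 1 mM EGTA wells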
# An asterisk follows results filed as active; . = not tested or not shown.
# Each structure is followed by: SENP6 inh	GRIN3A LBD mod	ATG4B inhibitor	HKDC1 inh	SENP8 block	MPTP inh	SENP7 block	PfG6PD inh
- CC(=O)Nc1cccc(C(=O)/C=C/c2ccc(C)cc2)c1
 : -49.4	0.4	0.7	11.3	16.0	1.6	-19.1	14.3
- O=C(CSc1nc2ccccc2o1)N/N=C/c1ccccc1C(=O)O
 : -16.4	0.8	-8.8	-3.3	9.9	0.9	1.8	2.3
- O=C(CN1CCCC1)Nc1ccc(Br)cc1[N+](=O)[O-]
 : 9.7	2.4	-1.8	-1.9	26.3	1.0	-11.2	-7.7
- O=C(NC1CCN(Cc2ccc(Cl)cc2Cl)CC1)c1ccccc1
 : -14.2	-3.9	2.8	-1.3	12.7	0.4	-1.1	35.1
- CCCCCn1nc(C(=O)OCc2nc(N)nc(Nc3ccccc3)n2)c2ccccc2c1=O
 : -15.1	-3.4	-12.9	0.0	0.3	0.4	-12.2	7.1
- CCOc1nc(NC(=O)NS(=O)(=O)c2ccccc2F)nc(-c2ccccc2)n1
 : 14.1	-0.8	-2.1	-5.3	7.2	-0.8	-3.3	-5.7
- CCC1CCC(N2CCN(c3ccc([N+](=O)[O-])cc3)CC2)CC1 (stereo unspecified)
 : 5.8	-3.0	7.7	0.4	20.2	0.5	-4.6	-7.4
- c1ccc(-[n+]2nc(Nc3cccc4ccccc34)sc2-c2c3ccccc3cc3ccccc23)cc1
 : 10.9	-26.7	23.5	17.7	5.1	97.5*	15.7	83.5*
- COc1ccc(CN2CCN(Cc3ccc(CO)o3)CC2CCO)cc1C (stereo unspecified)
 : 6.9	0.0	3.7	-4.9	7.7	-0.6	-0.6	-13.1
- Cn1c(-c2cccc3ccccc23)n[nH]c1=S
 : 12.3	1.6	-2.1	-14.9	16.7	1.0	13.4	17.8
- CC(=O)Nc1ccc(NC(=O)CS(=O)(=O)c2cn(CC(=O)N3CCCCC3)c3ccccc23)cc1
 : -12.2	0.3	6.9	-1.5	-6.9	-0.8	-8.6	-6.6
- Cc1c(CCO)c(=O)n2n1CCCC2
 : .	2.7	5.3	-4.3	3.0	-1.2	.	14.6
- O=C(COC(=O)CNC(=O)c1ccc(Cl)cc1Cl)Nc1cccc(S(=O)(=O)N2CCCC2)c1
 : -0.8	-3.4	-10.6	-1.8	6.8	0.2	-7.0	-5.7
- CCCc1nnc(SCC(=O)Nc2nc(C)cs2)n1CCOC
 : -10.9	2.0	-1.0	-2.9	7.9	-0.5	-0.3	-14.1
- Cc1ccccc1-n1nnnc1SC1CCOC1=O (stereo unspecified)
 : -2.4	0.9	-8.3	2.3	1.4	-0.2	-4.3	-4.5
- CCOc1ccc(C(=O)NC(=S)N(Cc2ccccc2)Cc2ccccc2)cc1
 : .	-7.5	30.6	-31.5	12.9	0.7	.	-24.4
- CC(C)(C)c1ccc(C(=O)NCCCNC(=O)c2ccco2)cc1
 : -13.3	1.3	-9.6	-0.4	4.4	-1.7	-4.3	-12.1
- CCC(=O)NC(=S)NNC(=O)c1ccc(OC)cc1
 : -6.7	-2.5	-1.0	-9.2	11.8	-0.1	4.7	22.9
- COc1ccc(C2C(C#N)=C(N)Oc3cc4c(cc32)OCO4)cc1 (stereo unspecified)
 : -20.7	-4.9	-11.8	3.6	-291.2	0.1	-9.9	6.8
- COc1ccc(CC(C)Nc2ccccc2F)cc1 (stereo unspecified)
 : -26.1	-1.4	5.3	3.5	13.1	0.2	7.8	-2.6
- NC(=O)C1(N2CCCCC2)CCN(C(=O)c2cccs2)CC1
 : -1.7	-1.5	3.6	-5.5	-2.6	-2.2	-0.8	-2.1
- CCOc1ccc(S(=O)(=O)N2CCC(C(=O)OC(C)C(=O)N3CCOCC3)CC2)cc1 (stereo unspecified)
 : -6.4	1.0	-7.1	-3.9	2.6	0.4	-8.4	2.1
- Cc1cc(N2C(=O)c3ccc(C(=O)Nc4ccccc4O)cc3C2=O)no1
 : 5.4	1.1	2.7	-6.0	12.0	-0.5	-5.2	-4.2
- Cc1cccc(C(=O)N2CCCCCC2)c1
 : -19.6	-4.7	-1.2	-1.8	5.4	-0.5	-11.3	-9.1
- O=C(O)CCC(=O)OCCc1cc2ccccc2c(=O)o1
 : -4.9	0.5	4.9	-7.4	-10.5	-0.5	-8.5	-12.8
- O=C(Nc1csc([N+](=O)[O-])c1)Nc1ccccc1Cl
 : 12.6	39.1*	-4.4	3.4	18.0	88.8*	34.3	21.6
- Cc1ccc(N=C2NC(=O)/C(=C/c3cccn3C)S2)cc1C
 : -22.5	1.1	-10.6	-0.8	13.9	0.8	-8.1	2.3
- C=CCn1c(SCC(=O)N2CCOCC2)nc(O)c(Cc2ccccc2)c1=O
 : -21.1	0.1	-1.8	-2.6	24.5	-0.3	0.5	4.0
- Cc1ccc(C(=O)OC(C)C(=O)NC2CCCCC2)cc1S(=O)(=O)N1CCCCC1 (stereo unspecified)
 : 4.1	3.0	-5.3	-5.6	16.2	-0.7	6.5	-1.6
- O=C(c1ccc(S(=O)(=O)N2CCOCC2)cc1)N1CCN(c2ccc(F)cc2)CC1
 : -8.5	-0.1	-0.6	0.8	23.7	-0.1	-9.0	-15.4
- COc1ccc(CNC(=O)c2csnn2)cc1
 : -37.9	-0.5	-10.7	-8.9	11.1	-1.9	-1.6	-4.7
- COc1ccc(-c2csc3nc(C)nc(N4CCN(c5ccc(C(C)=O)cc5)CC4)c23)cc1OC
 : -9.6	-1.5	-9.9	-7.7	-105.1	-1.0	5.2	-9.2
- O=C1c2ccccc2C(O)N1Cc1ccccc1Cl (stereo unspecified)
 : -2.3	12.8*	-0.5	7.3	2.0	1.8	-3.3	-14.9
- CCOc1cnc(C(=O)NNC(=O)c2ccccc2Br)o1
 : -9.2	-1.9	3.5	-10.2	8.3	-0.7	-2.9	7.2
- CCOC(=O)c1nnn(-c2nonc2N)c1CSc1nnc(N)s1
 : -3.2	-1.5	-4.2	-13.8	15.7	-1.2	-4.0	15.8
- COCCNC(=O)c1ccccc1NC(=O)c1ccc(OC)c(OC)c1
 : 5.4	-0.6	-10.2	4.5	-14.2	0.4	3.7	0.7
- O=C(COC(=O)CC1CCCC1)Nc1cc2c(cc1Cl)C(=O)c1ccccc1C2=O
 : 20.1	-0.7	0.9	-3.2	18.7	0.8	-2.5	16.3
- CN1C(=O)C(=O)/C(=C(/O)c2ccc(Br)cc2)C1c1cccc([N+](=O)[O-])c1 (stereo unspecified)
 : 4.0	0.5	-3.8	0.6	4.1	0.2	-8.4	-20.7
- CCCNC(=O)C(Cc1ccc(Cl)cc1)NC(=O)c1ccc(C#N)cc1 (stereo unspecified)
 : 4.8	-2.5	-2.3	-4.3	15.4	-0.1	-3.7	4.7
- Cc1nc2ccccc2cc1C(=O)N(C)Cc1ccccc1
 : -2.7	-1.7	4.3	5.6	7.9	-0.5	6.5	-20.5
- O=C(NCc1cccs1)C1CCCN(S(=O)(=O)c2cnc[nH]2)C1 (stereo unspecified)
 : 0.8	-2.5	-4.9	-6.3	6.6	-1.6	1.8	-5.5
- CCc1cc[n+](C(C(=S)Nc2cccc(C)c2)=C([O-])c2ccc(C)c([N+](=O)[O-])c2)cc1
 : .	-1.1	-0.8	7.3	18.1	-1.4	.	25.4
- COc1ccc(C(=O)N2CCN(S(=O)(=O)c3cc(Cl)ccc3OC)CC2)cc1
 : -14.9	2.2	-6.8	-3.8	8.8	0.3	3.5	-12.8
- CCOC(=O)Cn1c(=NC(=O)c2cc(-c3cccs3)nc3ccccc23)sc2cc(S(N)(=O)=O)ccc21
 : -32.7	26.1*	-5.4	-3.9	-374.9	-1.7	-8.0	-0.1
- NS(=O)(=O)c1ccc2nc(NC(=O)C3CCCO3)sc2c1 (stereo unspecified)
 : -8.3	0.8	2.9	-9.9	5.7	-0.6	-3.3	14.1
- O=C(O)c1ccc(N2CCCC2=O)cc1
 : -10.6	1.9	-5.3	0.6	16.1	-1.0	-0.6	-1.5
- CCCCOc1ccc(C(O)(CCN2CCOCC2)c2ccccc2)cc1 (stereo unspecified)
 : -13.4	5.2	-2.8	-4.2	29.8	0.0	3.7	10.7
- O=C(CCc1n[nH]c(=O)[nH]c1=O)Nc1cccc([N+](=O)[O-])c1
 : -1.3	-1.0	-5.5	-6.5	13.5	0.0	5.1	-1.3
- COc1ccc(C(=O)Cn2nnc(-c3ccccc3F)n2)cc1
 : -13.2	6.0	0.1	15.3	-38.7	1.5	6.3	-13.2
- CCOc1ccccc1NC(=O)CN(c1ccc(Cl)cc1)S(C)(=O)=O
 : 4.9	-1.2	-0.4	-3.5	12.4	2.4	-3.4	4.8
- Cc1cc(C)cc(-n2ncc3c2CCCC3NC(=O)CCN2CCCC2=O)c1 (stereo unspecified)
 : -5.8	2.2	-4.8	-3.1	-7.4	-0.4	-4.7	-4.0
- O=C(NCc1ccccc1Cl)c1ccc(S(=O)(=O)Nc2cccc(C(F)(F)F)c2)cc1
 : 10.0	24.7*	24.9	16.0	19.6	7.6	-3.9	-11.7
- Cn1c(SCC(=O)NC(=O)NCc2ccccc2)nnc1C(F)(F)F
 : -20.7	1.7	-4.3	-3.5	8.5	-2.1	-2.9	1.4
- CC(C)CC1c2[nH]c3ccccc3c2CCN1C(=O)CCC(=O)N(C)C (stereo unspecified)
 : 9.2	-1.9	5.1	-8.4	-58.8	0.5	0.5	0.2
- FC(F)(F)c1cccc(Nc2ncnc3ccccc23)c1
 : -5.0	-5.1	2.9	0.1	-183.5	19.1	-3.5	32.5
- CCOC(=O)c1ccn(CSc2c(F)c(F)cc(F)c2F)n1
 : -3.9	-1.0	4.1	-6.5	-1.0	-0.2	-11.6	-2.5
- Cc1sc2nc(SCc3nc4ccccc4[nH]3)n(Cc3ccco3)c(=O)c2c1C
 : -7.4	-4.9	12.9	2.2	-34.1	13.5	-2.3	-36.4
- Cc1ccc(Nc2cc(C)c3ccc(O)cc3n2)cc1C
 : 5.7	-2.2	-13.3	-7.2	-403.9	6.6	11.6	51.5
- Cc1c(C(=O)OCC(=O)N2CC(C)CC(C)C2)oc2ccccc12 (stereo unspecified)
 : -9.9	-2.3	13.3	1.9	14.3	-1.1	-2.1	2.1
- Cc1sc2ncnc(SCC#N)c2c1C
 : -1.7	-2.1	-2.3	-6.5	-3.0	0.5	1.6	22.9

# Whole records, quoted from the list:
# Record of `CCc1cc[n+](C(C(=S)Nc2cccc(C)c2)=C([O-])c2ccc(C)c([N+](=O)[O-])c2)cc1` = SENP6 inh: .; GRIN3A LBD mod: -1.1; ATG4B inhibitor: -0.8; HKDC1 inh: 7.3; SENP8 block: 18.1; MPTP inh: -1.4; SENP7 block: .; PfG6PD inh: 25.4
# Record of `O=C(NCc1cccs1)C1CCCN(S(=O)(=O)c2cnc[nH]2)C1` (stereo unspecified) = SENP6 inh: 0.8; GRIN3A LBD mod: -2.5; ATG4B inhibitor: -4.9; HKDC1 inh: -6.3; SENP8 block: 6.6; MPTP inh: -1.6; SENP7 block: 1.8; PfG6PD inh: -5.5

# (next part)
# Each structure is followed by: SENP6 inh	GRIN3A LBD mod	ATG4B inhibitor	HKDC1 inh	SENP8 block	MPTP inh	SENP7 block	PfG6PD inh
- CC(=O)c1ccc(N2CCN(C(=O)c3cccs3)CC2)c(F)c1
 : -3.7	-0.7	-0.8	-7.2	-5.9	0.7	-1.2	-4.3
- NC(=O)C1CCN(C(=O)CCSCc2ccccc2)CC1
 : 11.1	2.0	-3.4	-4.9	12.5	0.7	1.2	10.9
- Cc1c(N(C(=O)Cc2cccs2)C2(C(=O)NC3CCCC3)CCCCC2)c(=O)n(-c2ccccc2)n1C
 : -9.2	-0.5	6.5	-2.6	3.2	-0.8	8.7	-2.2
- O=C(O)C1CCC(=O)N1C1CCCC1 (stereo unspecified)
 : 17.7	-2.8	2.8	-4.2	29.2	-1.3	-1.4	-28.5
- CCN(CC)S(=O)(=O)c1cccc(C(=O)NC(Cc2c[nH]c3ccccc23)c2nnc3n2CCC3)c1 (stereo unspecified)
 : 13.5	-1.9	-9.8	-13.3	7.1	-0.7	-3.5	-1.0
- CC(=O)c1ccc(NC(=O)C[n+]2cccc(C)c2)cc1
 : 3.3	-0.9	-6.4	2.7	13.2	-0.9	-1.9	-2.5

# From PubChem BioAssay

# Rows are unselected. About 6.9% of those tested had a hit in this group.
